Screening results deposited in PubChem by Sanford-Burnham Center for Chemical Genomics.
SENP7 block: blocks the human protease SENP7. Q9BQF6. recombinant SENP7, Z-RLRGG-aminoluciferin luminescence, 40 min. inhibition, % at 5 µM. 330,000 tested, 1.5% active. AID 434973;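 active means inhibition above about 50% at the single test dose, limit read from the data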;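 further: plate controls were DMSO with enzyme for no effect and no enzyme buffer wells for full effect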
Target sequence (Q9BQF6 706-1050 limits assumed): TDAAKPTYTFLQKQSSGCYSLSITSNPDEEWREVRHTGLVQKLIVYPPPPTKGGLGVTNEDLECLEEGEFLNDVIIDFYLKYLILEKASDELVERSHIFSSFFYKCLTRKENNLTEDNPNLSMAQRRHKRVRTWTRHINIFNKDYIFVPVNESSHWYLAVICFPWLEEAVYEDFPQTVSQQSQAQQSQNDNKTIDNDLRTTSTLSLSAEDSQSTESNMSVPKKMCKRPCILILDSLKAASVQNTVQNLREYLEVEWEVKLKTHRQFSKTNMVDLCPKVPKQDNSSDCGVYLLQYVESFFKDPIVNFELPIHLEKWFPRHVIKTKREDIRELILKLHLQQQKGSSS
NALP3 yeast inh: inhibitors of NALP3 inflammasome in yeast; Yeast reconstituted NLRP3/ASC/caspase-1, beta-gal luminescence, 24 h; AID 2825; 330,000 tested, 0.39% active; inhibition, % at 10 µM;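 active means inhibition of 50% or more; inactive means inhibition below 50%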;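 further: plate controls were induced DMSO wells for no effect and uninduced yeast grown without galactose for full effect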
SENP6 inh: blocks the human protease SENP6; Recombinant SENP6 catalytic domain, aminoluciferin luminescence; 330,000 tested, 1.8% active; Q9GZR1; AID 2599; inhibition, % at 10 µM;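 active means inhibition above about 50% at the single tested dose, limit read from the data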;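 further: plate controls were DMSO wells with enzyme for no effect and DMSO wells lacking enzyme for full effect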
Target sequence (Q9GZR1 628-1112 limits assumed): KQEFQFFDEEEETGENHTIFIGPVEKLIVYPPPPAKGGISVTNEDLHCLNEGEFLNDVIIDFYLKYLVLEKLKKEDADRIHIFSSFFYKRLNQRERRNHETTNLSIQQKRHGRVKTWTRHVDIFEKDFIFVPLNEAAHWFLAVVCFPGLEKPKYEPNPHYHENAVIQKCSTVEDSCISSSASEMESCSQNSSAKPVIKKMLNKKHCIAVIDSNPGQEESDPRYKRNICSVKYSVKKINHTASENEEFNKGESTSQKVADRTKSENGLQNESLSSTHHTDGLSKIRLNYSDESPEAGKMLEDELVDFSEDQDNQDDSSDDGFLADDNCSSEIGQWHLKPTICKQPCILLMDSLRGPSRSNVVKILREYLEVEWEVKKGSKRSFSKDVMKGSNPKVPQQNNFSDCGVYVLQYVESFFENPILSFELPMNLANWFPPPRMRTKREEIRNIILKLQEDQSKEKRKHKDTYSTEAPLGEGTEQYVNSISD
Apaf1 inhib: blocks human Apaf-1 apoptosome activity | O14727 | reconstituted apoptosome caspase-3 activity, DEVD-Rh110 fluorescence | inhibition, % at 20 µM | 330,000 tested, 0.71% active | AID 489030; active means inhibition of at least 40% at 20 µM;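 further: plate controls were DMSO wells for no effect and DEVD-CHO caspase inhibitor wells for full effect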
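Material: reconstituted apoptosome with Apaf-1, cytochrome c, caspase-9, procaspase-3, dATP / Buffer or medium: pH 7.5 Hepes buffer with CHAPS, BSA, DTT / Also added: cytochrome c with DEVD-Rh110 / Schedule: compound with Apaf-1, dATP, procaspase-3 30 min, then 50 min reaction, room temperature / Technique: rhodamine 110 fluorescence at Ex 480/Em 540 nm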
HKDC1 inhibitor: HKDC1 (human) hexokinase inhibition. recombinant HKDC1, G6PDH/diaphorase resazurin coupled fluorescence. 340,000 tested, 0.16% active. inhibition, % at 20 µM. AID 493160. Q2TB90;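 active means inhibition above about 35% when tested at 20 µM, limit read from the data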;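 further: plate controls were DMSO wells with enzyme for no effect and DMSO wells lacking enzyme for full effect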
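Material – in-house recombinant HK5 (HKDC1) enzyme · Quantity – HKDC1 at 5 µg/mL · Buffer or medium – pH 8.0 Tris buffer with 10 mM MgCl2 · Reagent – glucose with 1 mM ATP · Dosing – single 20 µM dose · Times – reaction time 90 min, room temperature, protected from light · Technique – resorufin fluorescence at 613 nm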
SENP1 FRET inh: inhibitors of human SENP1 SUMO protease catalytic domain; Q9P0U3; recombinant SENP1 catalytic domain, CyPet-SUMO1-YPet FRET cleavage; inhibition, % at 10 µM; 360,000 tested, 0.21% active; AID 624204;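 active means inhibition at least 30% at 10 µM, raw YFP signal under a set limit, fluorescence ratio 0.5 to 1.5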;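 further: 0% = enzyme with DMSO and 100% = no enzyme wells; some results filed as inactive read as strong as hits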
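Test system: hSENP1 catalytic domain, recombinant; Amount: 20 pM final SENP1 enzyme; Medium: Tris pH 8 buffer plus EDTA, NaCl, BME, BSA, NP40, catalase; Schedule: 50 min enzyme reaction, room temperature, light-protected; Technique: FRET fluorescence in CFP and YFP emission channels; Controls: no-enzyme wells low, DMSO-plus-enzyme wells high control.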
PfG6PD inh: PfG6PD (Plasmodium falciparum) enzyme inhibition | PfGluPho enzyme, NADPH resazurin-diaphorase fluorescence | inhibition, % at 20 µM | 350,000 tested, 0.78% active | AID 504690;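 active means inhibition reaching at least a set limit at 20 µM in the primary screen, cut at about 59% in these data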;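 further: 0% = DMSO wells with substrate and 100% = DMSO wells lacking glucose-6-phosphate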
SENP8 block-1: blocks the human protease SENP8 | Q96LD8 | 330,000 tested, 1.2% active | AID 2540 | inhibition, % at 10 µM | purified SENP8, Z-RLRGG-aminoluciferin cleavage, luminescence; in the data active means inhibition above about 50%
SENP8 block-2: blocks human SENP8 cleavage of Nedd8 substrate | Q96LD8 | recombinant SENP8, Nedd8 substrate fluorescence | inhibition, % at 20 µM | 360,000 tested, 0.64% active | AID 602440; in the data active means inhibition mostly above about 40%, no sharp cut-off; inactive means mostly below about 27%
Active calls of the source: *; i = inactive; nt = no result given.

Sequence of screens – SENP7 block	NALP3 yeast inh	SENP6 inh	Apaf1 inhib	HKDC1 inhibitor	SENP1 FRET inh	PfG6PD inh	SENP8 block-1	SENP8 block-2
COCCN=C1NN=C(c2ccc(C)c([N+](=O)[O-])c2)CS1
→ -13	9	-4	1	9	2	1	-7	26
CC(C)(C)c1ccc(-c2nc(C#N)c(N3CCC(C(N)=O)CC3)o2)cc1
→ -7	-1	-15	21	1	2	15	-11	-299
CCNc1ccc(C(=O)O)cc1N
→ -6	16	7	2	7	-31	15	3	-96
CCc1noc(C)c1C(=O)Nc1ccc(C#N)cc1
→ -9	11	-12	-2	-7	-1	2	-1	10
CCN(CC)CCN(C)Cc1nc(C(c2ccccc2)c2ccccc2)no1
→ -9	-14	-6	-3	5	-2	-11	0	1
Cc1cc(=O)oc2c3c(cc(OCC(=O)NC4CC4)c12)OC(C)(C)CC3
→ 8	6	-13	2	3	1	9	-17	-232
C=CCNC(=O)c1onc(CSc2cccc(Cl)c2)c1C(=O)O
→ 5	20	2	3	7	-2	-6	-2	9
CCOc1ccc(NS(=O)(=O)c2ccc3c(c2)N(C(C)=O)CCS3)cc1
→ 2	13	9	16	0	1	-12	-9	11
COc1ccc(Cc2nnc(NC(=O)c3ccc(OC(C)=O)cc3)s2)cc1OC
→ -4	14	4	-1	-3	-2	-3	18	10
CC(C)[C@H](N)C(=O)N1CCC(C(=O)N[C@@H](Cc2ccccc2)C(=O)NCc2ccc(F)cc2)CC1
→ 11	-11	6	-16	-5	0	-6	9	5
COc1cc(Oc2nc(C(F)(F)F)nc3ccccc23)ccc1C=O
→ 3	-1	-4	13	1	1	11	6	15
Cc1noc(NS(=O)(=O)c2ccc(NC(=O)c3ccc(Cl)c(S(=O)(=O)N(C)c4ccccc4)c3)cc2)c1C
→ 6	2	-1	12	1	2	-30	14	8
COc1cc(C)c(CN2CCC(Oc3ccc(C(=O)N4CCCC4)cc3)CC2)cc1C
→ 6	12	-8	-2	4	-3	-9	8	21
COc1ccc(NC(=S)N/N=C/c2cccn2Cc2ccc(F)cc2)cc1
→ 9	11	-12	8	-6	-3	4	6	1
Cc1ccc(CNC(=O)C2(C)Oc3ccccc3NC2=O)cc1 (stereo unspecified)
→ -1	18	-14	-7	-5	0	-7	2	3
COc1ccc(C(=O)NC(C)c2nnc(SCc3ccc(Cl)c(Cl)c3)n2C)cc1 (stereo unspecified)
→ 3	8	-24	10	14	1	-2	-2	2
CC(C)CC(c1nnnn1Cc1ccccc1)N1CCC(C(N)=O)CC1 (stereo unspecified)
→ 0	2	-12	-18	0	-27	7	-4	22
C[N+]1(CCC(=O)c2ccccc2)CCCCC1
→ -1	24	3	3	-4	0	7	4	25
COc1ccc(-c2ccc3c(c2)S(=O)(=O)c2cccc(C(=O)NCc4ccccc4Cl)c2C3=O)cc1OC
→ 7	-13	-14	-8	4	58*	6	0	2
COc1cccc(C2=NOC(C(=O)Nc3cc(C)on3)C2)c1 (stereo unspecified)
→ 10	11	5	-26	-8	4	6	7	24
Cc1cc2n(c(=O)c1C#N)CCCN2c1ccccc1
→ 2	11	-11	-3	-4	-1	-7	-11	-307
COc1ccc(N2CCN(C(c3nnnn3C3CCCC3)C(C)C)CC2)cc1 (stereo unspecified)
→ 0	23	-8	0	-7	0	12	1	12
CN(c1ccccc1)S(=O)(=O)c1cccc(C(=O)OCC(=O)NCc2ccc3c(c2)OCO3)c1
→ 3	5	5	11	-1	3	-13	3	14
COc1ccccc1Oc1ccc(-c2cnc3ccccc3n2)cc1[N+](=O)[O-]
→ -9	6	-1	18	-1	-5	6	-1	-14
COc1ccc(CNC(=O)CN2C(=O)NC(c3ccccc3)(c3ccccc3)C2=O)cc1
→ -5	15	0	11	-4	-3	8	-2	10
CCN(CC)Cc1c(O)ccc2c(=O)c(-c3ccccc3)coc12
→ 2	18	-18	8	1	-3	3	8	i
CCn1c(=O)n(CC(=O)Nc2ccc(F)cc2)c(=O)c2ccccc21
→ -7	-3	-12	4	-10	1	3	-10	-1
C=CCNC(=O)c1scc2c1CCCC2
→ 3	-31	-11	-3	-1	1	6	2	23
COc1ccc2c(CC(=O)OCC(=O)Nc3sc4c(c3C#N)CCC(C)C4)coc2c1 (stereo unspecified)
→ 12	5	13	25	-5	-11	-4	-3	11
O=C(CN1CCCCC1)Nc1ccccc1NC(=O)CN1CCCCC1
→ 1	8	-18	5	-2	1	-9	-1	5

Structures above containing a nitro group on carbon, in the order listed:
Sequence of screens – SENP7 block	NALP3 yeast inh	SENP6 inh	Apaf1 inhib	HKDC1 inhibitor	SENP1 FRET inh	PfG6PD inh	SENP8 block-1	SENP8 block-2
COCCN=C1NN=C(c2ccc(C)c([N+](=O)[O-])c2)CS1
→ -13	9	-4	1	9	2	1	-7	26
COc1ccccc1Oc1ccc(-c2cnc3ccccc3n2)cc1[N+](=O)[O-]
→ -9	6	-1	18	-1	-5	6	-1	-14

Whole records, quoted from the list.
CC(C)[C@H](N)C(=O)N1CCC(C(=O)N[C@@H](Cc2ccccc2)C(=O)NCc2ccc(F)cc2)CC1 in the list: SENP7 block = 11; NALP3 yeast inh = -11; SENP6 inh = 6; Apaf1 inhib = -16; HKDC1 inhibitor = -5; SENP1 FRET inh = 0; PfG6PD inh = -6; SENP8 block-1 = 9; SENP8 block-2 = 5
COc1ccc2c(CC(=O)OCC(=O)Nc3sc4c(c3C#N)CCC(C)C4)coc2c1 (stereo unspecified) in the list: SENP7 block = 12; NALP3 yeast inh = 5; SENP6 inh = 13; Apaf1 inhib = 25; HKDC1 inhibitor = -5; SENP1 FRET inh = -11; PfG6PD inh = -4; SENP8 block-1 = -3; SENP8 block-2 = 11

The list goes on.
mol	SENP7 block	NALP3 yeast inh	SENP6 inh	Apaf1 inhib	HKDC1 inhibitor	SENP1 FRET inh	PfG6PD inh	SENP8 block-1	SENP8 block-2
Cn1c(NC(=O)Cc2ccc(F)cc2)cc(=O)n(C)c1=O	-6	12	1	8	-2	1	-5	-5	3
CCC1CCc2sc(C(=O)NCC(c3ccc(OC)cc3)N3CCOCC3)cc2C1 (stereo unspecified)	-3	15	3	2	-2	-7	30	-1	-29
Cc1nn(-c2ccccc2)c(C)c1C(=O)NCc1cccs1	-1	16	-14	-2	0	2	-4	0	20
O=C(CN(C(=O)CNS(=O)(=O)c1ccccc1)c1ccc(Cl)cc1)NCC1CCCO1 (stereo unspecified)	10	8	-6	0	-5	1	9	-5	9
CCOC(=O)c1c(NC(=O)CSc2nc3ccccc3c(=O)n2-c2ccc(F)cc2)sc(C(C)=O)c1C	-2	17	0	4	-4	1	-13	2	-397
Cc1ccc(O)c(C(=O)c2cnc3c(c2)COc2ccccc2-3)c1	3	28	-7	12	0	1	15	-12	8
Cc1nnc2sc(COc3ccccc3)nn2c1=O	-3	17	0	0	-2	-1	-11	8	15
CN(CC(=O)Nn1cnnc1)S(=O)(=O)c1ccc(Br)cc1	2	10	-3	-23	-15	1	-13	-1	21
Cc1ccc2c(c1)S(=O)(=O)c1ccc3ccccc3c1N2	nt	nt	nt	nt	-5	-6	13	nt	-366
O=C(O)Cc1ccc(NC(=O)CCN2C(=O)c3ccc([N+](=O)[O-])cc3C2=O)cc1	1	-3	-7	3	-4	0	20	1	30
COc1ccccc1N(Cc1ccccc1)S(=O)(=O)c1cc(C(=O)O)ccc1Cl	12	13	6	4	3	2	-33	2	9
CCCc1c(C)[nH]c2ccc(C(=O)O)cc2c1=S	nt	nt	nt	nt	14	-2	33	nt	-69
Cc1ccc(C(=O)N2CCN(c3ncc(C(F)(F)F)cc3Cl)CC2)s1	-6	16	-14	23	-7	0	4	-2	-1
COC(=O)c1cccc(NS(=O)(=O)c2ccc(OC)c(C(=O)N3CCOCC3)c2)c1C	-7	2	-13	-3	-7	2	-4	-7	8
Cc1ccc(C(=O)NCCc2nnc3ccc(SCC(=O)N4CCCC4)nn23)cc1	-10	6	8	-6	-1	0	-1	-1	-12
Fc1ccc(C2CCCN2Cc2nc(-c3cnccn3)no2)cc1 (stereo unspecified)	-3	2	-8	2	-2	-1	-5	-4	10
O=C(COC(=O)CCc1nc2ccccc2s1)Nc1ccc(Cl)cn1	2	10	-4	-6	-3	-9	-3	-6	2
Nc1nc(-c2ccc3c(c2)CCCC3)cs1	56*	24	79*	16	-3	-2	2	53*	17
CCCCN1C(=O)C(=O)N(CC(=O)Nc2cc(Cl)ccc2OC)C1=O	3	11	-20	-6	-4	1	-9	1	10
CC(=O)Nc1ccc(S(=O)(=O)Nc2ccc3c(c2)OCCO3)cc1	5	21	3	-4	-5	2	-7	4	9
O=C(NCc1ccc(F)cc1)C(c1ccc(Cl)cc1)N(C(=O)c1csnn1)C1CC1 (stereo unspecified)	1	-1	-8	10	-2	2	11	0	12
